Assay outcomes: PubChem, several laboratories
hDAT+cocaine: changed hDAT dopamine uptake under cocaine IC80, either direction, primary screen, cocaine antagonist project, cell-based, LLC-PK1 hDAT, [14C]-dopamine uptake, MLSMR; Sodium-dependent dopamine transporter (Homo sapiens), Q01959; LLC-PK1 hDAT cells, [14C]-dopamine uptake with cocaine IC80; actives deviate in either direction; B-score at 10 µM; 1.3% of 110,000 active; AID 449768, 2010;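 active means Z score or B-score, a plate-position-corrected score, falls beyond the plate's 99.7% confidence bounds, in either direction; inactive means both scores lie inside the 99.7% bounds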;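 further: scored against the spread of the other compound wells on the same plate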
CYP2C19 inhib: blockers of cytochrome P450 2C19 activity – biochemical, luminescence, ADME assay, primary screen. P33261. CYP2C19 Supersomes, luciferin-H EGE luminescence, 30 min. inhibition, % at 5 µM. 21% of 96,000 active;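 active means CYP2C19 inhibition above a set limit at 5 µM in the primary screen, cut at about 50% in these data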;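 further: plate controls were negative control wells for no effect and 2.5 mM tranylcypromine positive control for full effect; values of inactives mirror those of a sister screen read the other way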
Target sequence (P33261 whole entry, looked up): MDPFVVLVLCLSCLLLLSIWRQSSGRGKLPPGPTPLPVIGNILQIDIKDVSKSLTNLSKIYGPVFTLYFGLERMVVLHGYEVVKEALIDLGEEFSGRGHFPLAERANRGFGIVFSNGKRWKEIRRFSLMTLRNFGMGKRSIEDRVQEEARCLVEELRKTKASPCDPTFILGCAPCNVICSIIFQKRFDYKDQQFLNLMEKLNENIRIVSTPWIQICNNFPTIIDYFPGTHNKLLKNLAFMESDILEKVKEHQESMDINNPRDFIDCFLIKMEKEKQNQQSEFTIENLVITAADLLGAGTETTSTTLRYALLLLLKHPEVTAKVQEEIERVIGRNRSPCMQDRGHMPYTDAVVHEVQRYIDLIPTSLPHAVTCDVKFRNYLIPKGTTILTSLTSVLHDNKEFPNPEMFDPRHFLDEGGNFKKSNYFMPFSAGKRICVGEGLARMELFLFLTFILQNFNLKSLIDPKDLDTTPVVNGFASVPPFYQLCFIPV
CYP2C9 activ: human CYP2C9 activators, primary screen, biochemical, luminescence; Cytochrome P450 2C9 (Homo sapiens), P11712; activation factor at 5 µM; recombinant CYP2C9, luciferin-H conversion; hits give high values; factor 1 = untreated enzyme, 0 = blocked; AID 1024, 2008; 1.4% of 96,000 active;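 active means activation factor of 2 or more for CYP2C9 at a 5 µM dose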;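 further: 0 = sulfaphenazole-blocked wells and 1 = vehicle-only wells; values of inactives mirror those of a sister screen read the other way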
Target sequence (P11712 whole entry, looked up): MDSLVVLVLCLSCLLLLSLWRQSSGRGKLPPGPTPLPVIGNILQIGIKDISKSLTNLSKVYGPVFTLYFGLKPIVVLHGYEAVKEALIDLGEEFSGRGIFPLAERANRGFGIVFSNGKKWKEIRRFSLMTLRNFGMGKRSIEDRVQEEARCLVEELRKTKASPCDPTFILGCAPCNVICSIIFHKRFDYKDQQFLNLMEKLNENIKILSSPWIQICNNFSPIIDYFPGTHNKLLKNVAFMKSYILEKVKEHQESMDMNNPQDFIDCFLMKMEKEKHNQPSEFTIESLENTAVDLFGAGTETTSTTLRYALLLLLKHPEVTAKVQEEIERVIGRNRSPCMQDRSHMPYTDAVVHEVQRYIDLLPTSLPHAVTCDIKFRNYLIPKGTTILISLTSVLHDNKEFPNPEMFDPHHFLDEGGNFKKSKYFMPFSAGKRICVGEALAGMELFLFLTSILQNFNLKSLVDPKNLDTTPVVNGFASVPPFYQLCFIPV
HUVEC tox IL1B: cytotoxicity in IL-1B stimulated HUVEC, primary screen, cytotoxicity control for IL-1B NFkB translocation project, imaging, Hoechst nuclear count, IL-1B stimulus; AID 845, 2007; HUVEC cell count loss; cell count reduction, % at 2 µM; 0.41% of 94,000 active;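 active means cell count reduction more than 3 SD above the screen-wide mean, cut at about 70% in these data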;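 further: normalized per plate to untreated control cells as the no-loss baseline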
Candida biofilm: clotrimazole potentiators killing Candida biofilms, primary screen, with clotrimazole, Alamar Blue. 0.14% of 85,000 active. C. albicans biofilm + clotrimazole. inhibition, % at 6 µM;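 active means inhibition above 20%; inactive means inhibition below 20%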;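 further: preformed 24 hr biofilms exposed to compound for 48 hr; 0% = biofilm without compound and 100% = blank killed by clotrimazole plus chlorhexidine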
CYP2C9 inh: blockers of cytochrome P450 2C9 activity – biochemical, luminescence, ADME assay, primary screen; P11712; CYP2C9 Supersomes, luciferin-H conversion; inhibition, % at 5 µM; 20% of 96,000 active;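 active means blocking of liver enzyme CYP2C9 beyond about 50% at 5 µM, limit read from the data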; further: values of inactives mirror those of a sister screen read the other way
TNFa cytotox: cytotoxicity in TNFa-stimulated HUVEC, primary screen, cytotoxicity control for VCAM1 expression modulator project, imaging, Hoechst nuclei count; 0.17% of 93,000 active; HUVEC TNFalpha-stimulated, Hoechst cell count; cell count reduction, % at 2 µM;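 active means cell count reduction exceeding the screen mean by over 5 SD, scaled to untreated wells per plate, cut at about 78% in these data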;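 further: cells counted after 24 h of TNF alpha exposure following the 1 h pretreatment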
VCAM1 TNFa inh: inhibitors of TNFa-induced VCAM1 expression, primary screen, imaging, HUVEC, TNFa stimulus, immunofluorescence; HUVEC TNFa-induced VCAM-1 immunofluorescence, high-content imaging; inhibition, % at 2 µM; 0.48% of 95,000 active; AID 802, 2007;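 active means inhibition above the batch mean plus 3 SD, with images confirmed as a hit by eye, cut at about 37% in these data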;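 further: 0% = TNF-stimulated DMSO wells and 100% = unstimulated control wells; not every result past the cut was called active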
CYP2C19 act: human CYP2C19 activators, primary screen, biochemical, luminescence; recombinant CYP2C19, luciferin-H EGE luminescence; hits give high values; 0 = fully inhibited enzyme, 1 = untreated enzyme; activation factor at 5 µM; 96,000 tested, under 10 active;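 active means activation factor of at least 2 at 5 µM in the primary screen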;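 further: 0 = wells with 2.5 mM tranylcypromine and 1 = vehicle-only wells; values of inactives mirror those of a sister screen read the other way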
* hit, by the source's call; / = no result given.

SMILES | hDAT+cocaine | CYP2C19 inhib | CYP2C9 activ | HUVEC tox IL1B | Candida biofilm | CYP2C9 inh | TNFa cytotox | VCAM1 TNFa inh | CYP2C19 act
Cc1occc1-c1nnc(SCC(=O)N2CCCc3ccccc32)n1Cc1ccco1 | 0.22 | 67* | 0.5 | 11 | 0 | 50* | 10 | -13 | 0.3
COc1ccc(N(CC(=O)N/N=C/c2ccc(-c3ccc([N+](=O)[O-])cc3)o2)S(=O)(=O)c2ccc(C)cc2)cc1Cl | -0.8 | -4 | 0.8 | 9 | / | 17 | -20 | -3 | 1
CCOC(=O)c1ccccc1NC(=O)c1cccs1 | -0.24 | 10 | 0.8 | 13 | 1 | 22 | -4 | 0 | 0.9
COc1ccc(N2CCCn3c2nc2c3c(=O)n(Cc3ccccc3F)c(=O)n2C)c(OC)c1 | -0.53 | 22 | 0.7 | 15 | 6 | 27 | -5 | -6 | 0.8
Cc1ccc(-c2nnn(CC(=O)N(CC3CCCO3)C(C(=O)NC3CCCCC3)c3ccc(F)cc3)n2)o1 (stereo unspecified) | 0.095 | 13 | 0.8 | 2 | / | 23 | -2 | -41 | 0.9
CN1CCN(S(=O)(=O)c2ccc(NC(=O)Cc3cccs3)cc2)CC1 | -0.43 | -10 | 1 | -30 | 8 | -2 | 0 | 16 | 1.1
Cc1nn(Cc2cccc(C(=O)Nc3ccn(Cc4ccccc4F)n3)c2)c(C)c1[N+](=O)[O-] | 0.009 | 5 | 0.8 | -22 | / | 16 | 11 | 3 | 1
CCNC(=O)CC1C(=O)N(c2ccccc2)C(=O)N1CCc1ccc(OC)cc1 (stereo unspecified) | 0.99 | 3 | 1 | -17 | 8 | 1 | -4 | -1 | 1
COc1ccc(OC)c(-c2[nH]nc3c2C(c2ccco2)C(C#N)=C(N)O3)c1 (stereo unspecified) | -0.033 | 80* | 0.6 | 14 | 8 | 39 | -5 | 41 | 0.2
CCOC(=O)N1CCN(C(=O)CCCOc2ccccc2)CC1 | -0.017 | 13 | 1.1 | -3 | 2 | -7 | 0 | 20 | 0.9
COc1nnnc2c1sc1nc(N3CCOCC3)c3c(c12)CC(C)(C)OC3 | / | 8 | 0.9 | / | 3 | 13 | / | / | 0.9
COc1ccc(NC(=O)c2cc3n(n2)C(C(F)(F)F)CC(c2ccc4c(c2)OCO4)N3)cc1OC (stereo unspecified) | / | / | / | -48 | 8 | / | -7 | 3 | /
CCc1c(C)nc2c(C#N)c[nH]n2c1=O | 0.056 | 4 | 0.7 | 0 | 5 | 28 | -27 | 16 | 1
CCOC(=O)C1CCCN(S(=O)(=O)c2ccc(OC)cc2)C1 (stereo unspecified) | -0.44 | 96* | 2.4* | 4 | 5 | -142 | 8 | 5 | 0
CCN1CCN(C(=S)NCCc2ccccc2)CC1 | -0.19 | 39 | 1 | -48 | / | 2 | 5 | -5 | 0.6
O=C(O)CC1SC(=Nc2ccccc2)N(c2ccccc2)C1=O (stereo unspecified) | -1.2 | -1 | 1.2 | / | 5 | -17 | / | / | 1
CC(=O)c1cc2c(C)cc(=O)oc2cc1O | 0.15 | 14 | 1 | / | -1 | 4 | 1 | -7 | 0.9
N#Cc1ccc(Oc2cc(C(F)(F)F)nc(-c3ccccn3)n2)cc1 | 0.15 | 7 | 0.6 | -46 | / | 42 | -8 | -5 | 0.9
O=C(c1cccc(F)c1)N1CCN(C(=O)c2cc(-c3ccc(Cl)cc3Cl)on2)CC1 | 1.3 | 80* | 0.6 | -28 | 2 | 39 | -10 | 1 | 0.2
COc1ccccc1CCNS(=O)(=O)c1c(C)n(C)c(=O)n(C)c1=O | -0.065 | 36 | 1 | -17 | 12 | -4 | -18 | -4 | 0.6
CC1=C(C(=O)Nc2ccccc2)C(c2ccc(O)cc2)N2C(=O)CSC2=N1 (stereo unspecified) | -0.027 | -10 | 0.8 | 24 | / | 16 | -1 | -7 | 1.1
Cc1ccc(N2CCCn3c2nc2c3c(=O)n(CC(=O)OCc3ccccc3)c(=O)n2C)cc1C | / | 22 | 0.4 | / | 7 | 55* | / | / | 0.8
COCc1nnc(NC(=O)CS(=O)(=O)Cc2ccccc2)s1 | 0.18 | 2 | 0.8 | 32 | 5 | 24 | -22 | -5 | 1
Cc1nnc2n(C3CCCCC3)c(=O)c3c4c(sc3n12)CCC4 | 1.1 | -12 | 0.9 | -31 | 10 | 5 | -26 | 3 | 1.1
Cc1ccc(S(=O)(=O)c2ccc(Cl)cc2)cc1S(=O)(=O)N1CCN(C)CC1 | 0.39 | 14 | 0.9 | 12 | 0 | 8 | -12 | 3 | 0.9
Cc1ccc(CNC(=O)CC2C(=O)Nc3c2c(=O)n(C)c(=O)n3Cc2ccccc2)cc1 (stereo unspecified) | 0.18 | 0 | 0.8 | -11 | 2 | 22 | 2 | 4 | 1
O=C(NCc1ccco1)C1CCN(Cc2ccc(F)cc2)CC1 | -0.24 | 6 | 0.9 | 3 | -1 | 14 | -6 | -8 | 0.9
CCOc1cccc(C(=O)N(Cc2ccc(F)cc2)C2CCS(=O)(=O)C2)c1 (stereo unspecified) | -0.12 | 51* | 0.7 | -13 | 0 | 30 | -4 | 6 | 0.5
Fc1cccc(Cl)c1Cn1nnc2c(N3CCC4(CC3)OCCO4)ncnc21 | -1.1 | 1 | 0.9 | 1 | 7 | 9 | -14 | 5 | 1
COC(=O)c1ccccc1NC(=O)C(C)Oc1ccccc1 (stereo unspecified) | 0.027 | / | / | -36 | 6 | / | -18 | -15 | /
Cc1ccc(CCNC(=O)C23CN(Cc4ccccc4)CC2C(c2cccc([N+](=O)[O-])c2)=NO3)cc1 (stereo unspecified) | / | 77* | 0.3 | -6 | / | 75* | -11 | 5 | 0.2
CCCN=C(N)/C(C(=O)OCC)=C(\O)c1ccc(OC)cc1 | -0.17 | 39 | 1 | -18 | 7 | -1 | 0 | 16 | 0.6
Cc1ccc(-n2ncc3c(NCc4ccccn4)ncnc32)c(C)c1 | 1.6 | 19 | 0.7 | -18 | 4 | 31 | -25 | 3 | 0.8
COc1ccc2[nH]c3c(NCCCN4CCCC4=O)ncnc3c2c1 | 2.9* | 1 | 0.9 | 0 | 4 | 10 | -12 | 29 | 1
Cc1cc(NC(=O)c2cc(-c3ccco3)on2)n(-c2ccccc2)n1 | 0.048 | / | / | 10 | -3 | / | 22 | 3 | /
Cc1cc(NC(=O)c2cc(-c3ccco3)on2)nn1Cc1ccc(Cl)cc1 | / | 12 | 1.9 | 2 | -3 | -95 | -24 | -2 | 0.9
COC(=O)c1sc(NC(C)=O)c(C(=O)OC)c1C | 0.044 | -3 | 1 | / | 1 | 2 | -34 | 15 | 1
Cc1onc(-c2ccccc2)c1C(=O)N1CCN(CCc2ccccc2)CC1 | 1.5 | 13 | 0.9 | -3 | 10 | 14 | 7 | 19 | 0.9
COc1ccc(CCNC(=O)c2nonc2N)cc1OC | 1.8 | 8 | 1 | / | 5 | 3 | / | / | 0.9
CCc1ccc2[nH]c(=O)c(CN(CCN3CCCC3)C(=O)NC3CCCCC3)cc2c1 | 0.08 | 21 | 0.9 | 32 | 6 | 11 | -13 | 10 | 0.8
CCc1nc2ccccc2c(C(=O)OCC(=O)NCc2ccco2)c1C | 0.27 | 56* | 0.5 | 28 | 7 | 47 | -16 | -12 | 0.4
CCCC(=O)c1ccc(N2CCN(S(=O)(=O)c3ccc(C)cc3)CC2)c(F)c1 | -0.81 | 5 | 0.8 | -25 | 2 | 18 | -23 | 8 | 1
Cc1ccc(C(=O)NCc2ccccn2)c(Cl)c1 | -0.73 | 8 | 0.9 | -9 | 6 | 10 | -18 | 3 | 0.9
COc1ccccc1N(C(=O)c1ccco1)C(C(=O)NC1CCCC1)c1cccnc1 (stereo unspecified) | -0.068 | -5 | 1.2 | 18 | 1 | -18 | -11 | -9 | 1
CC1CCCN(C(=O)CSCC(=O)N=c2sc3ccccc3n2C)C1 (stereo unspecified) | 2.7* | 99* | 0.8 | -102 | 10 | 21 | -39 | 5 | 0
CCOc1ccc(OCC)c(NC(=O)Cn2cccc2)c1 | -0.15 | 21 | 0.8 | 37 | 10 | 19 | -22 | -1 | 0.8
COc1ccc(NC(=O)c2cc(-c3ccc(C)o3)nc3ccccc23)cc1OC | -0.076 | 24 | 0.7 | -1 | -4 | 32 | 0 | -12 | 0.8
COc1ccccc1N(CC(=O)NCc1ccccc1)S(C)(=O)=O | 0.23 | 18 | 0.9 | 5 | -6 | 15 | -13 | -3 | 0.8
Cc1c(Cl)cccc1N=c1c([N+](=O)[O-])nn(-c2ccccc2)n1O | -0.23 | 29 | 0.9 | 11 | -3 | 11 | 33 | 19 | 0.7
COc1ccccc1OC(=O)c1ccc(S(=O)(=O)N(C)C)cc1 | 0.58 | 36 | 0.5 | 8 | 5 | 52* | -35 | -1 | 0.6
The list goes on:
SMILES | hDAT+cocaine | CYP2C19 inhib | CYP2C9 activ | HUVEC tox IL1B | Candida biofilm | CYP2C9 inh | TNFa cytotox | VCAM1 TNFa inh | CYP2C19 act
CCN(CC)C(=O)C1CCCN(C(=O)Nc2ccc3nsnc3c2)C1 (stereo unspecified) | -0.54 | 59* | 0.8 | -25 | / | 25 | -18 | -3 | 0.4
CCOc1ccc(NC(=O)c2ccc(CNc3c(NC4CCCCC4)c(=O)c3=O)cc2)cc1 | / | -13 | 1.1 | -13 | / | -8 | -25 | 0 | 1.1
CC(OC(=O)C(NC(=O)c1ccco1)C(C)C)C(=O)Nc1ncc(Cl)cc1Cl (stereo unspecified) | -0.35 | 32 | 0.9 | -10 | / | 6 | -25 | 12 | 0.7
O=C(O)C1CCCCC1C(=O)Nc1cc(Cl)ccc1Cl (stereo unspecified) | -0.05 | -15 | 0.9 | -3 | 0 | 12 | 54 | 10 | 1.1
CN(C)S(=O)(=O)c1ccc(C(=O)Nc2nnc(Cc3ccccc3)s2)cc1 | -0.73 | -4 | 0.9 | 6 | 7 | 13 | 0 | -12 | 1
Cc1nn(C(C)(C)C)c(OC(=O)c2ccc3c(c2)OCO3)c1Sc1ccccc1 | 0.001 | 27 | 0.6 | 18 | 0 | 42 | -10 | 27 | 0.7
O=C(CN1CCOc2ccccc21)NCc1cccs1 | 0.038 | 60* | 0.9 | -7 | 6 | 7 | -6 | 0 | 0.4
CC(C)C[C@H](NC(=O)OC(C)(C)C)C(=O)N/N=C/C1=Cc2ccccc2OC1C (stereo partly specified) | 0.45 | 8 | 0.6 | 6 | 4 | 42 | 0 | 11 | 0.9

3 structures out of the list, sorted by SMILES length, lowest first.
SMILES | hDAT+cocaine | CYP2C19 inhib | CYP2C9 activ | HUVEC tox IL1B | Candida biofilm | CYP2C9 inh | TNFa cytotox | VCAM1 TNFa inh | CYP2C19 act
CCN(CC)C(=O)C1CCCN(C(=O)Nc2ccc3nsnc3c2)C1 (stereo unspecified) | -0.54 | 59* | 0.8 | -25 | / | 25 | -18 | -3 | 0.4
CN(C)S(=O)(=O)c1ccc(C(=O)Nc2nnc(Cc3ccccc3)s2)cc1 | -0.73 | -4 | 0.9 | 6 | 7 | 13 | 0 | -12 | 1
CC(C)C[C@H](NC(=O)OC(C)(C)C)C(=O)N/N=C/C1=Cc2ccccc2OC1C (stereo partly specified) | 0.45 | 8 | 0.6 | 6 | 4 | 42 | 0 | 11 | 0.9
